# MITF primary = human MITF inhibition, primary screen. inhibition, % at 2.6 µM. O75030. AID 1259374. AlphaScreen MITF homodimerization, bead proximity signal. 650,000 tested, 0.91% active; in the data active means inhibition above about 50%;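 further: 0% = vehicle wells with protein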
# Target sequence (O75030 whole entry, looked up): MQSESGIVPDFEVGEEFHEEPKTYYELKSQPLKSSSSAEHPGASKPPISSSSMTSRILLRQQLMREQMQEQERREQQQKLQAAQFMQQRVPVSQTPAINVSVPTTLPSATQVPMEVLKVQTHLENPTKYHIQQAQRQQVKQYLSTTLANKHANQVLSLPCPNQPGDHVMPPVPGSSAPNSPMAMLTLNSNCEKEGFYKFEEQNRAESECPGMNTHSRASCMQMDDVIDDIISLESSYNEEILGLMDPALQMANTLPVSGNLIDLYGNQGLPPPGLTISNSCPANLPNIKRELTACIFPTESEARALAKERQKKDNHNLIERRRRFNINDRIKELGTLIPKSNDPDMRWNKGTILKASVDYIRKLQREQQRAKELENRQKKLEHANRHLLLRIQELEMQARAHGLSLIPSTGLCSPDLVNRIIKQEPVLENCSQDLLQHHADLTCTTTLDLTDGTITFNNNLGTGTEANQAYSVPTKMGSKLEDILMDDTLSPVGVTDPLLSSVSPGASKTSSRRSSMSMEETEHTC
# TEAD-YAP block = TEAD-YAP interaction inhibition. HEK-TIYL cells, TEAD-Gal4/YAP UAS-luciferase luminescence. inhibition, % at 9.12 µM. 640,000 tested, 1.4% active. AID 1259422; in the data active means inhibition above about 32%;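 further: 0% = median of test compound wells and 100% = reference inhibitor wells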
# GPR151 ag = human GPR151 activation | Q8TDV0 | PathHunter beta-arrestin GPR151 cells, luminescence | activation, % at 11.2 µM | 650,000 tested, 1% active | AID 1508602; in the data active means activation above about 4.9%;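 further: 0% = median of compound wells and 100% = cells with positive control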
# Target sequence (Q8TDV0 whole entry, looked up): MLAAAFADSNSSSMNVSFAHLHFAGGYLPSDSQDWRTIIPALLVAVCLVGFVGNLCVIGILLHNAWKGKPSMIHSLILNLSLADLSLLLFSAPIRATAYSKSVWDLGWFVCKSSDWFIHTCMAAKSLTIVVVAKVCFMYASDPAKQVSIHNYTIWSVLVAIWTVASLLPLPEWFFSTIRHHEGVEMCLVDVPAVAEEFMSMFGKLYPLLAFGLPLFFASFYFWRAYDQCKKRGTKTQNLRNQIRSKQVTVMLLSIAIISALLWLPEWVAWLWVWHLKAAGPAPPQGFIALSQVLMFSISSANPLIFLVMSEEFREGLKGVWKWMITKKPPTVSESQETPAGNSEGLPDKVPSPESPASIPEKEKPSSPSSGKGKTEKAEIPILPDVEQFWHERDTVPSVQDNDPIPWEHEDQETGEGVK
# FBW7 act = human FBW7 E3 ligase activation, primary screen. Q969H0. AlphaScreen FBW7–phospho-cyclin E peptide binding, activator screen. normalized activity (activation), % at 26.1 µM. 650,000 tested, 0.13% active. AID 1259310; in the data active means normalized activity above about 1.9%;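 further: purified mutant Fbw7 with reduced substrate affinity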
# The depositor's hits bear a star. Rows are unselected; about 3.4% have a hit in one of these screens.
SMILES,MITF primary,TEAD-YAP block,GPR151 ag,FBW7 act
Cc1c(C(=O)NCCC2=CCCCC2)sc2ncn(CC(=O)N3CCOCC3)c(=O)c12,2,0,0.6,0.4
C=CCn1cnc2c(nnn2-c2cc(C)cc(C)c2)c1=O,-8,-16,9.4*,0.0
CC(=O)Nc1ccc(S(=O)(=O)NNC2=NS(=O)(=O)c3ccccc32)cc1,9,3,0.1,0.1
COc1ccc(S(=O)(=O)N(CC(=O)Nc2cccnc2)c2ccc(F)cc2)cc1,12,-8,0.0,0.8
COc1cccc(CNC(=O)c2cc3c(C)nc4ccccc4c3o2)c1,2,25,0.3,-0.1
O=C(Nc1ccnn1C1CCN(CC2CC=CCC2)CC1)c1ccc2c(c1)OCO2 (stereo not given),-19,1,2.8,0.1
Cc1ccc(C)c(NC(=O)CN2CCCCC2)c1,3,5,0.6,0.1
O=C(Cc1ccc(Br)cc1)Nc1nc2ccc(-c3ccncc3)cc2s1,-12,0,-0.1,0.0
COc1ccc(C(=O)COC(=O)CCC(=O)Nc2cc(C(F)(F)F)ccc2Cl)cc1,-3,3,-1.0,0.0
CCOc1ccccc1C(=O)Nc1ccc(-c2cn3cccnc3n2)cc1,1,-4,-0.5,0.0
COc1cc(-c2[nH]nc3c2C(c2c(Cl)cccc2Cl)C(C#N)=C(N)O3)cc(OC)c1OC (stereo not given),-4,16,2.0,0.2
CC(=O)Oc1ccc(/C=c2\sc3ncnn3c2=O)cc1,1,6,1.0,0.5
COc1ccc(CNC(=O)CCCCn2c(=O)[nH]c3ccccc3c2=O)cc1,-4,4,-0.2,0.2
CCOc1ccc(C2NC(=O)N(C)C(C)=C2[N+](=O)[O-])cc1OC (stereo not given),13,2,1.3,0.3
Cc1ccc(/C(O)=C2/C(=O)C(=O)N(CCCC(=O)O)C2c2ccc(N(C)C)cc2)cc1 (stereo not given),7,-1,1.2,0.0

# Reprinted from the part before: two compounds, then new ones.
SMILES,MITF primary,TEAD-YAP block,GPR151 ag,FBW7 act
CCOc1ccc(C2NC(=O)N(C)C(C)=C2[N+](=O)[O-])cc1OC (stereo not given),13,2,1.3,0.3
Cc1ccc(/C(O)=C2/C(=O)C(=O)N(CCCC(=O)O)C2c2ccc(N(C)C)cc2)cc1 (stereo not given),7,-1,1.2,0.0
Cc1ccc2[nH]c3nc(N/N=C/c4c[nH]c5ccccc45)nnc3c2c1,-9,-1,0.9,0.0
O=C(NCc1cccnc1)c1csc(N2CCOCC2)n1,9,7,1.6,0.1
CC(=O)c1cccc(NC(=O)CCNS(=O)(=O)c2ccc3c(c2)CCN3C(C)=O)c1,-4,5,0.3,0.3
C/C(CC(=O)NC12CC3CC(CC(C3)C1)C2)=N\NC(=O)COc1ccccc1,3,-6,0.5,-0.2
CCN(CC)c1ccc(/C=C2\SC(=O)NC2=O)cc1,-2,-12,-1.8,-0.1
CCOc1ccc(-n2c(=S)sc3c(=O)[nH]c(SCc4ccccc4C)nc32)cc1,-7,10,-0.3,0.0
COc1ccc2cc(OC)c(C(=O)N3CCOCC3)cc2c1,4,4,-0.5,0.2
O=c1cc(-c2ccc(Cl)cc2)[nH]n1-c1nc2ccccc2s1,14,-4,0.8,0.0
O=C(Cc1ccccc1Cl)Nc1nc2c(s1)CCCC2,2,17,2.5,-0.1
N#Cc1c(NC(=O)COc2ccccc2)sc2c1CCC2,-7,-68,-0.2,-0.1
CC(C)COc1ccccc1NC(=O)C1OC2OC(C)(C)OC2C2OC(C)(C)OC12 (stereo not given),13,5,-0.4,0.1
COc1cc([N+](=O)[O-])ccc1NC(=O)COc1ccccc1C(C)C,5,-2,-0.5,-0.1
COc1cc(C#N)ccc1OCc1cccc(F)c1,-5,-23,1.4,0.1
CCc1nc2sc(C(c3ccccc3F)N3CCC(C(N)=O)CC3)c(O)n2n1 (stereo not given),-3,-9,-0.4,-0.1
CCc1ccc(C(=O)N/N=C/c2ccc(Br)o2)nc1,0,-54,-0.1,-0.8
CC1(C)CC(=O)C2=C(C1)Nc1cc(C(=O)c3ccccc3)ccc1NC2c1cccs1 (stereo not given),16,15,-1.6,0.0
COc1cc(CN2CCN(Cc3cccs3)C(CCO)C2)cc(OC)c1 (stereo not given),-2,1,-0.6,0.0
COc1ccc(-n2c(SCC(=O)C(C)(C)C)nc3ccccc3c2=O)cc1,9,9,-0.8,0.6
O=C1/C(=C/c2ccc(Br)cc2)C=C(c2ccccc2)N1c1cccc2ccccc12,-11,23,-0.3,1.3
Cn1c(N)c(S(=O)(=O)Nc2ccc(Cl)c(Cl)c2)c(=O)n(C)c1=O,0,18,1.3,0.1
Cc1cccc(N2C(N)=C(C#N)C(c3sccc3C)C3=C2CC(C)(C)CC3=O)c1 (stereo not given),3,-6,-0.3,-0.1
CCN(CC)c1ccc2cc(-c3nnc(Nc4cccc(F)c4)s3)c(=O)oc2c1,-6,19,-0.8,0.0
O=S(=O)(c1ccc(-c2csc(N3N=C(c4ccccc4)CC3c3ccccc3)n2)cc1)N1CCCCC1 (stereo not given),2,7,0.6,-0.1
COc1cccc(C(=O)Oc2ccc3c4c(c(=O)oc3c2)CCCC4)c1,6,-2,-1.0,-0.1
CC1CCCC(NC(=O)C2COc3ccccc3O2)C1C (stereo not given),-2,0,-0.3,0.0
C=CCN1C(=O)C(CCOC(C)=O)S/C1=N/c1nccs1 (stereo not given),4,-4,-1.9,-0.4
COc1ccc(CN2C(=O)CC(C(=O)Nc3ccc(C(=O)O)cc3)SC2=Nc2ccccc2)cc1 (stereo not given),22,-24,-0.3,0.2
CN(C(=O)COc1ccccc1)c1nc(-c2ccc(F)cc2)cs1,6,1,3.1,0.1
CC(C(=O)NCc1ccco1)n1c2ccccc2c2cn[nH]c(=O)c21 (stereo not given),6,2,0.1,0.0
COc1ccccc1NC(=O)Cn1cnc2sc(C(=O)Nc3ccc(OC)c(OC)c3)c(C)c2c1=O,3,5,0.6,-0.2
CCOC(=O)c1cnc(SCc2ccc(Cl)cc2)[nH]c1=O,16,9,-0.7,0.3
CSc1nc2c(c(=O)n1-c1ccc(C)cc1)SCC2,-4,-7,0.2,-0.1
O=C(CSc1nc2ccccc2c(=O)n1CCc1ccccc1)Nc1ccccc1Cl,-9,-4,0.6,0.0
O=C(NCc1n[nH]c(=S)n1-c1ccccc1Cl)c1ccccc1F,2,4,6.7*,-0.1
Cc1[nH]c2ccc(OCc3ccccc3)cc2c1CCNC(=O)c1ccnn1C,3,-2,-0.4,0.7
Cc1noc(CNC(=O)Cc2c(F)cccc2Cl)n1,5,-1,0.9,0.0
COCCNC(=O)CCn1c(=O)[nH]c2cc(OC)c(OC)cc2c1=O,-3,-7,-0.4,-0.1
C=CCSc1nc2c(cc1C#N)CCC2,5,2,-1.3,0.1
Cn1c(-c2cccc([N+](=O)[O-])c2)cnc1NC(=O)c1ccc(F)cc1,-1,15,2.9,0.1
COc1cccc(-c2nc3sc4c(c3c(=O)n2CC(=O)C(C)(C)C)CCCC4)c1,4,4,3.9,0.0
N/C(Cc1ccc(Cl)cc1Cl)=N\OC(=O)c1ccc([N+](=O)[O-])cc1,-7,4,0.7,-0.2
C/C(=C\C(=O)c1cccnc1)Nc1cc(C)ccc1Cl,12,17,0.4,-0.1
CCOC(=O)COc1ccc(/C=N/N(C)c2ccccc2)cc1OC,-19,2,-3.3,-0.2
COC(=O)c1cc(CNC(=O)c2ncc(C)[nH]2)cc(NC(=O)/C=C/c2ccccc2)c1,-11,-1,0.6,-0.2
O=C1CC2(CCN(C(=O)c3cc(Br)ccc3Cl)CC2)Oc2ccccc21,15,4,-1.0,0.1

# 2 consecutive compounds from above, quoted:
SMILES,MITF primary,TEAD-YAP block,GPR151 ag,FBW7 act
CN(C(=O)COc1ccccc1)c1nc(-c2ccc(F)cc2)cs1,6,1,3.1,0.1
CC(C(=O)NCc1ccco1)n1c2ccccc2c2cn[nH]c(=O)c21 (stereo not given),6,2,0.1,0.0

# Further compounds:
SMILES,MITF primary,TEAD-YAP block,GPR151 ag,FBW7 act
O=C(c1ccc([N+](=O)[O-])cc1[N+](=O)[O-])N1CCCC1,5,-8,0.3,-0.2
CC(C)COCc1ccc(O)c2ncccc12,59*,22,0.0,-2.2
COc1ccc(C2(C)N(O)C(C)C(c3ccccc3)=[N+]2[O-])cc1OC (stereo not given),-6,-11,-1.0,-0.1
CCOC(=O)c1ccccc1-n1c(C)c(C(=O)OCC)sc1=N,-7,-16,0.1,-0.1
CCOCCCNC(=O)c1c(N)n(CCc2ccccc2)c2nc3ccccc3nc12,-18,5,0.7,0.2
COc1ccc(NCC(=O)N/N=C(\C)c2ccc(Br)cc2)cc1,14,0,-0.8,-0.1
COc1ccc(N2CCN(C(=O)COc3ccc(Br)cc3C)CC2)cc1,1,-6,-0.3,-0.4
O=C(Nc1ccc(I)cc1)C1CC(O)CN1C(=O)OCc1ccccc1 (stereo not given),-3,3,0.1,0.0
CCSc1nnc(-c2ccc(OC)cc2)o1,9,-57,4.9,0.1
COc1ccccc1NC(=O)CNC(=O)c1ccccc1,-3,1,-0.2,-0.2
O=C(O)CCCn1c(=S)[nH]c2ccc(Br)cc2c1=O,1,-1,-0.8,-0.2
COc1ccc(OC)c(S(=O)(=O)N2CCN(c3ccc(F)cc3)CC2)c1,-9,-8,-0.8,-0.1
C=Cn1c2ccccc2n2cc(-c3ccc(C)cc3)nc12,4,-8,-1.1,1.2
CCC(CC)N1CCN(S(=O)(=O)c2ccccc2)CC1,47,0,0.0,0.2
CC(=O)N(C)c1ccc(NS(=O)(=O)c2cc(Cl)ccc2Cl)cc1,-9,-4,-1.0,-0.2
N=C1/C(=C/c2ccc3c(c2)OCO3)C(=O)N=C2SC(c3ccccc3)=NN12,1,8,0.0,0.0
Cn1c(=O)c2c(ncn2CC(=O)Nc2ccc([N+](=O)[O-])cc2)n(C)c1=O,16,-3,-1.8,0.3
CCOC(=O)c1cc2c(=O)n3ccccc3nc2n(CCOC)c1=NC(=O)c1cccc(Cl)c1,-7,1,0.0,0.2
Cc1cc(CN2CCCC(CNC(=O)c3cccs3)C2)n[nH]1 (stereo not given),14,2,2.3,0.6
COc1ccc(C(=O)OCC(=O)c2ccco2)cc1[N+](=O)[O-],5,1,2.4,-0.1
N#Cc1ccccc1NC(=O)c1nccnc1C(=O)O,-1,-11,-0.2,-0.3
C=CCOc1ccc(C(=O)N/N=C/c2ccccc2Cl)cc1,-8,-44,-0.2,0.1
CCCCOc1ccc(C2=N/C(=C\c3cccc(Cl)c3Cl)C(=O)O2)cc1,3,-6,1.7,-0.1
CCC(=O)Nc1ccc(C(=O)Nc2ccc(CC)cc2)cc1,1,-12,1.1,0.0
COCCNC(=O)CN1C(=O)COc2ccc(S(=O)(=O)N3CCCC3)cc21,6,8,-0.2,0.1
CC(=O)c1ccc(Nc2ccc(-c3ccccc3F)nn2)cc1,2,57*,-0.3,-0.1
COc1ccccc1-c1cc(C(F)(F)F)nc(S(=O)(=O)CCCC(=O)NC(C)C)n1,8,5,-1.8,0.4
CCOC(=O)C1C(=O)CC(C)(O)CC1c1ccccc1 (stereo not given),-7,-8,-0.7,-0.1
CC1=C(C(=O)OC2CCCCC2)C(c2cc3c(cc2Br)OCO3)C2=C(CCCC2=O)N1 (stereo not given),-5,4,0.0,-0.1
O=C(Oc1cccc(OC(=O)N2CCCCC2)c1)N1CCCCC1,-1,1,-0.8,-0.2

# 6 compounds drawn at random from those above, as already listed:
SMILES,MITF primary,TEAD-YAP block,GPR151 ag,FBW7 act
N=C1/C(=C/c2ccc3c(c2)OCO3)C(=O)N=C2SC(c3ccccc3)=NN12,1,8,0.0,0.0
Cc1cc(CN2CCCC(CNC(=O)c3cccs3)C2)n[nH]1 (stereo not given),14,2,2.3,0.6
COCCNC(=O)CN1C(=O)COc2ccc(S(=O)(=O)N3CCCC3)cc21,6,8,-0.2,0.1
C=CCOc1ccc(C(=O)N/N=C/c2ccccc2Cl)cc1,-8,-44,-0.2,0.1
CCC(=O)Nc1ccc(C(=O)Nc2ccc(CC)cc2)cc1,1,-12,1.1,0.0
CCCCOc1ccc(C2=N/C(=C\c3cccc(Cl)c3Cl)C(=O)O2)cc1,3,-6,1.7,-0.1

# (list continues)
SMILES,MITF primary,TEAD-YAP block,GPR151 ag,FBW7 act
Cc1cnc(Nc2ccncn2)nc1NCc1cccc(C(F)(F)F)c1,-6,29,-0.5,0.0
COC(=O)C1=C(C)NC2=C(C(=O)CC(c3ccccc3Cl)C2)C1c1cccc([N+](=O)[O-])c1 (stereo not given),-2,20,0.9,-0.2
COc1cccc(N(CC(=O)NCc2ccc(Cl)cc2)S(C)(=O)=O)c1,2,1,1.8,0.1
Cc1ccccc1C1CCCN(C(=O)CCC2(Cc3ccc4c(c3)OCO4)CCC(=O)N2)C1 (stereo not given),-8,10,0.6,-0.1
CCc1cc(=O)[nH]c(N2CCN(CC(=O)N3CCOCC3)CC2)n1,-3,-2,3.1,0.0
Cc1ccc(Nc2cnn(C34CC5CC(CC(CC(=O)O)(C5)C3)C4)c(=O)c2Cl)cc1C,10,-5,0.1,-0.5
Cc1cc(-c2nnc(CCC(=O)NC(C)(C)C34CC5CC(CC(C5)C3)C4)o2)c(C)o1,-3,-57,0.3,0.1
Cc1ccc(-c2c(N3CCN(Cc4ccccc4)CC3)c(=O)c2=O)cc1C,12,-3,1.8,0.1
CCc1ccccc1-n1c(SCC(=O)Nc2ccc(C)cc2)nc2[nH]ncc2c1=O,3,17,-1.5,0.2
COc1ccc(-c2ccc(C(=O)NCCOc3ccccc3)s2)cc1,14,-9,-11,0.0
COc1cc(C2C3=C(CC(C)(C)CC3=O)OC3=C2C(=O)CC(C)(C)C3)ccc1OCc1ccc(Cl)cc1,24,-9,-2.4,0.5
